UHRF1 binding – UHRF1 methylated DNA binding inhibitors, primary screen, counter-screen for MBD2 inhibitor project, biochemical, TR-FRET, human UHRF1, single concentration | E3 ubiquitin-protein ligase UHRF1 (Homo sapiens), Q96T88 | UHRF1 binding to methylated oligo | inhibition, % at 4.4 µM | actives 0.75% (n = 370,000) | AID 687016, 2013; in the data active means inhibition above about 21%;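 further: UHRF1 SRA domain binding a hemimethylated CpG hairpin DNA probe; 0% = median of test compound wells and 100% = reference inhibitor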
DDE Tn6 FP inh – inhibitors of Tn6 peptide binding to fibrin DD(E), primary screen, biochemical, fluorescence polarization, human fibrin, Tn6 probe; Fibrinogen beta chain (Homo sapiens), P02675; Fibrin DD(E) TRITC-Tn6 fluorescence polarization displacement; inhibition, % at 8.3 µM; actives 0.21% (n = 370,000);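 active means inhibition above a per-campaign cutoff: mean of compounds within control limits plus 3 SD, cut at about 15% in these data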;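 further: 0% = median of all compound wells on the plate and 100% = blocking peptide control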
Target sequence (P02675 whole entry, looked up): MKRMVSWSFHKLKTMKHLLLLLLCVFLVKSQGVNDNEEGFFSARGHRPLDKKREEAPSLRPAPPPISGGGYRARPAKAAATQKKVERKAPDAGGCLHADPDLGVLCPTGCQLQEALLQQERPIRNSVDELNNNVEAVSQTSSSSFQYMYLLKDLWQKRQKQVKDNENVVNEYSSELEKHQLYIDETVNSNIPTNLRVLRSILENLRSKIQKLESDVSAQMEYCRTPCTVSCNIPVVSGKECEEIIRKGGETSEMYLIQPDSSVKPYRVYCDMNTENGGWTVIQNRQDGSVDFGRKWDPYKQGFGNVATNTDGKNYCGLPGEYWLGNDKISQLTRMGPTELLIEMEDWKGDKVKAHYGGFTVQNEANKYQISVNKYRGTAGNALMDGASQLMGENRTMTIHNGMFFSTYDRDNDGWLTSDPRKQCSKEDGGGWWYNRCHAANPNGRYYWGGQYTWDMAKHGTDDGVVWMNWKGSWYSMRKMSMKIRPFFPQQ
ADAM17 inh – ADAM17 inhibitors, primary screen, biochemical, QFRET; recombinant ADAM17, EDANS/DABCYL FRET peptide cleavage; inhibition, % at 6.95 µM; AID 720648, 2013; Disintegrin and metalloproteinase domain-containing protein 17 (Homo sapiens), P78536; actives 0.83% (n = 370,000);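 active means inhibition above the mean of compounds lying between control limits plus 3 SD, set per campaign, cut at about 8.5% in these data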;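 further: 0% = DMSO-only wells as the low control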
PLC-gamma1 inh – PLC-gamma1 enzyme inhibitors, primary screen, biochemical, fluorescence, purified enzyme; 1-phosphatidylinositol 4,5-bisphosphate phosphodiesterase gamma-1 (Homo sapiens), P19174; fluorogenic substrate; inhibition, % at 12.2 µM; actives 0.84% (n = 370,000); in the data active means inhibition above about 9.5%
ASAP1 inh – inhibitors of human ASAP1 ArfGAP activity, primary screen, biochemical, fluorescence polarization. Arf-GAP with SH3 domain, ANK repeat and PH domain-containing protein 1 (Homo sapiens), …. ASAP1-stimulated ARF1 GTP hydrolysis, GDP FP detection. inhibition, % at 16.5 µM. actives 0.19% (n = 360,000). AID 624377, 2012; in the data active means inhibition above about 25%;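 further: 0% = vehicle with enzyme and substrate and 100% = no enzyme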
ARFGAP1 inhibitor – inhibitors of rat ARFGAP1 GAP activity, primary screen, biochemical, fluorescence polarization, GDP tracer. actives 0.26% (n = 360,000). Arfgap1-stimulated ARF1 GTP hydrolysis, GDP FP detection. ADP-ribosylation factor GTPase-activating protein 1 (Rattus norvegicus), Q62848. inhibition, % at 16.5 µM;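 active means inhibition above a per-plate limit, mean inhibition of low control wells plus 3 SD, cut at about 25% in these data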;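 further: 0% = DMSO wells with enzyme and 100% = wells lacking Arfgap1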
Target sequence (Q62848 1-136 limits assumed): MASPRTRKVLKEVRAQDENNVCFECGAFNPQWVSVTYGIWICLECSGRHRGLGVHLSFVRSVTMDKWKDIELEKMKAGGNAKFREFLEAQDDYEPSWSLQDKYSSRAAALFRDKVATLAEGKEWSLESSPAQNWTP
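Material: rat Arfgap1 GAP domain (His6, aa 1-136), purified enzyme. Also added: human ARF1(Δ1-17)-GTP substrate. Compound dosing: 16.5 µM single point, 1.26% DMSO. Timing: enzyme reaction 120 min at 25 °C after 20 min preincubation. Signal: GDP detection by fluorescence polarization. Read-out basis: percent inhibition of GAP-stimulated GDP formation, scaled between DMSO and no-Arfgap1 medians.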
KLK7 zymogen act – proKLK7 zymogen activators, primary screen, biochemical, fluorescence intensity; Kallikrein-7 (Homo sapiens), P49862; purified proKLK7, EDANS-DABCYL substrate fluorescence; 100% is mature enzyme control, 0% vehicle; activation, % at 7 µM; actives 0.9% (n = 370,000); AID 652039, 2013;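 active means activation above the mean of all tested compounds plus 3 SD, computed per campaign excluding outliers beyond control limits, cut at about 13% in these data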
Target sequence (P49862 whole entry, looked up): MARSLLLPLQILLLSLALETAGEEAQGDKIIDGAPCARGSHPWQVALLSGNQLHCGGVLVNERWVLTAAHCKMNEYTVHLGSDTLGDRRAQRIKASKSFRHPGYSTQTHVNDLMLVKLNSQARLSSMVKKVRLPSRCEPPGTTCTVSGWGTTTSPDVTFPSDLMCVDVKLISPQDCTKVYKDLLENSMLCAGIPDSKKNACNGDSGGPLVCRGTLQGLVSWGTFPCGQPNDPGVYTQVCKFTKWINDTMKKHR
PLC-beta3 inh – human PLC-beta3 inhibitors, primary screen, biochemical, fluorescence | 1-phosphatidylinositol 4,5-bisphosphate phosphodiesterase beta-3 (Homo sapiens), Q01970 | Purified PLC-beta3, fluorogenic substrate | inhibition, % at 12.2 µM | actives 0.18% (n = 370,000) | AID 720704, 2013; in the data active means inhibition above about 11%;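 further: 0% = median of compound wells on plate and 100% = full blocker control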
MBD2 DNA inh – inhibitors of MBD2 binding to methylated DNA, primary screen, biochemical, TR-FRET, DNA-binding domain, human | Methyl-CpG-binding domain protein 2 (Homo sapiens), Q9UBB5 | MBD2 binding to methylated oligonucleotide | inhibition, % at 4.4 µM | actives 0.31% (n = 370,000); in the data active means inhibition above about 13%
Tn7 DDE FP – inhibitors of Tn7 peptide binding to fibrin DD(E), primary screen, biochemical, fluorescence polarization, human fibrin, Tn7 probe | AID 720508, 2013 | actives 0.13% (n = 370,000) | inhibition, % at 8.3 µM | FP displacement of FITC-Tn7 peptide from fibrin DD(E); 0% = median of compound wells per plate;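 active means inhibition above the mean of compounds falling within the control limits plus 3 SD of them, cut at about 14% in these data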;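 further: 0% = plate median of compound wells and 100% = 10 µM Aha-Tn7 peptide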
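Assay system: Human fibrin DD(E) protein | Medium: Tris buffer with calcium and detergent, pH 7.8 | Reagent: 0.1 µM fluorescent Tn7 | Compound dosing: Single point at 8.3 µM | Times: 10 min preincubation, 3 h with tracer, room temperature | Detection: Fluorescence polarization of the labelled Tn7 tracer | Controls: Aha-Tn7 high control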
Numbers without * were called inactive; i = inactive; & = joins results of further samples.

SMILES	UHRF1 binding	DDE Tn6 FP inh	ADAM17 inh	PLC-gamma1 inh	ASAP1 inh	ARFGAP1 inhibitor	KLK7 zymogen act	PLC-beta3 inh	MBD2 DNA inh	Tn7 DDE FP
CCC(C)[C@H](NS(=O)(=O)c1ccc(C)cc1)C(=O)N1CCC(C(=O)N2CCC(C(N)=O)CC2)CC1 (stereo not given in full)	-3	-1	-5	4	7	4	-0.1	0	4	5
CCOc1ccc(/C=C/c2c([N+](=O)[O-])c(=O)n(C)c(=O)n2C)cc1	4	4	-1	11*	13	7	0.6	4	8	3
O=C(N1CCCCC1)N1CCN(C(=O)N(c2ccccc2)c2ccccc2)CC1	1	4	2	0	11	0	0.3	1	-4	-6
Cc1ccc(Cl)cc1NC(=S)NCCCSC1CCCCC1	-2	-7	2	1	-7	7	0.7	-6	-2	0
O=C(Nn1cnc2ccccc2c1=O)c1ccccc1	0	-2	-1	4	10	6	-0.7	2	3	-1
CC1=C(/C=N/Nc2ccc([N+](=O)[O-])cc2[N+](=O)[O-])C(C)(C)CCC1	-4	5	0	0	15	0	0.3	3	-6	-2
CN(C)CCCSc1nc2ccccc2s1	17	7	2	-1	9	-13	-1.3	2	2	3
CCc1c(-c2ccccc2F)ncn1CCc1ccccc1OC	-1	1	-3	-2	2	-1	-0.6	0	1	1
Cc1cc(NC(=S)NC(=O)c2ccccc2)ccc1-c1cc2ccccc2oc1=O	6	3	0	0	21	-18	-0.6	1	2	0
CCCOc1ccc(/C=N/NC(=O)C(=O)Nc2ccccn2)cc1	-3	4	-6	-3	-4	3	0.2	-1	-6	3
Cc1ccccc1-c1nc(CS(=O)CC(=O)NCCN2CCN(Cc3ccccc3)CC2)c(C)o1 (stereo not given)	-2	-4	-5	1	0	13	0.1	-1	7	3
CCCSC1C(C)=C(C)C(=O)N1Cc1ccccc1 (stereo not given)	0	-5	2	3	4	0	0.5	0	-6	11
COC(=O)c1cc(Br)c(N)cc1OC	1	0	-3	-1	-8	2	-0.4	-1	-4	-3
CCCCCCn1c(-c2cccs2)n[nH]c1=S	15	6	-14	-112	-8	-18	-12	-153	2	6
COc1ccc(/C=N/NC(=O)c2cccnc2)c(C(=O)O)c1OC	0	7	-9	-4	-5	5	-0.2	-16	5	5
O=Cc1cccn1-c1ccccc1	-1	-5	-1	3	13	-6	0.1	2	2	2
Cc1ccc(C(C(=O)NCc2ccco2)N(C(=O)CNC(=O)c2cccs2)c2c(C)cc(C)cc2C)cc1 (stereo not given)	2	-2	-1	1	5	-6	-0.1	2	4	-7
CCN(CC(=O)Nc1cc(Cl)ccc1C)C(=O)CN1C(=O)NC(CC)(c2ccccc2)C1=O (stereo not given)	0	6	0	3	-2	-16	-0.5	0	2	-3
CCOc1cc(Cl)c(S(=O)(=O)NCCCN2CCOCC2)cc1Cl	1	13	1	1	5	8	0.0	0	-9	-4
CCN1CCN(CC2CC3C=CC2C3)CC1 (stereo not given)	0	-3	1	4	0	-1	0.3	5	2	-9

Of the compounds above, these contain a nitro group on carbon.
SMILES	UHRF1 binding	DDE Tn6 FP inh	ADAM17 inh	PLC-gamma1 inh	ASAP1 inh	ARFGAP1 inhibitor	KLK7 zymogen act	PLC-beta3 inh	MBD2 DNA inh	Tn7 DDE FP
CCOc1ccc(/C=C/c2c([N+](=O)[O-])c(=O)n(C)c(=O)n2C)cc1	4	4	-1	11*	13	7	0.6	4	8	3
CC1=C(/C=N/Nc2ccc([N+](=O)[O-])cc2[N+](=O)[O-])C(C)(C)CCC1	-4	5	0	0	15	0	0.3	3	-6	-2

Other records:
SMILES	UHRF1 binding	DDE Tn6 FP inh	ADAM17 inh	PLC-gamma1 inh	ASAP1 inh	ARFGAP1 inhibitor	KLK7 zymogen act	PLC-beta3 inh	MBD2 DNA inh	Tn7 DDE FP
CC(C)NS(=O)(=O)c1ccc(NC(=O)C2CC3C=CC2C3)cc1 (stereo not given)	-4	1	3	-3	-6	-4	0.6	-1	-1	-5
COCc1nnc(NC(=O)CCN2C(=O)c3ccccc3C2=O)s1	8	5	1	1	2	-7	0.1	3	2	-5
O=C(N/N=C/c1ccc([N+](=O)[O-])o1)c1ccc(NS(=O)(=O)c2cccs2)cc1	2	1	-3	-2	9	0	-0.1	-12	-3	-5
CCCCNc1c(-c2ccc(SC3CCCCC3)cc2)nc2cnccn12	-3&2	-10&-3	-133&-115	i	-4&5	1&10	-67&-15	i	-1&-6	-1&-7
COc1ccc(C(=O)NCC(=O)N=Nc2c(O)n(C)c3ccccc23)cc1OC	-4	0	-1	5	-4	0	1.3	-7	-9	1
COc1ccc(CN2CCN(c3ccccc3OC)CC2)c(OC)c1	-2	1	-1	2	-5	3	0.2	-8	-3	-3
COc1ccc(OCC(=O)Nc2ccc(C)c(S(=O)(=O)N(C)C)c2)cc1	0	2	-3	1	-2	10	1.0	-2	0	5
O=C(O)Cn1ncn(-c2ccc(OC(F)(F)F)cc2)c1=O	9	1	-4	-1	-3	2	0.1	-4	-4	2
COc1ccc(-c2c(C)n([O-])c3c([n+]2=O)CCCC3)cc1	1	-4	-2	-3	8	5	-0.1	-3	2	3
Cc1ccc(N(CC(=O)NC2CCCCC2)S(=O)(=O)c2cccs2)cc1	6	-3	-137	0	6	-2	0.0	-10	5	4
O=C(O)c1cc(-c2cccnc2)nn1-c1ccccn1	-3	-10	0	4	-5	-9	-0.2	-4	3	1
Cc1cccc(OCc2nnc(SC(C)C(=O)O)n2-c2ccccc2)c1 (stereo not given)	-1	3	-3	-2	-9	-5	0.2	-6	1	-5
O=C(c1ccco1)N1CCN=C1SCc1ccccc1Cl	-1	-4	-3	-2	0	5	-0.3	17*	2	-3
COc1cc([C@H]2c3c(cc(OC)c(O)c3OC)C[C@@H](CO)[C@@H]2CO[C@@H]2O[C@H](CO)[C@@H](O)[C@H](O)[C@H]2O)cc(OC)c1O	0	-7	-3	0	0	5	0.1	2	-1	0
Cc1cc([N+](=O)[O-])cc2c1-c1ncccc1C2=Nc1ccccc1	-8	-1	-4	-2	9	-5	0.1	0	-1	0
CCOc1ccccc1/C=C\c1nc(O)c([N+](=O)[O-])c(=O)[nH]1	0	-6	1	2	6	-1	-0.1	-5	2	-3
COc1ccc(NC(=O)Cn2c(-c3ccccc3)cn(-c3ccc(C)cc3)c2=O)cc1	4	-2	-3	5	2	-6	1.1	1	0	9
CC(C)N(C(=O)COC(=O)c1cccc(C(=O)OCC(=O)N(C(C)C)C(C)C)n1)C(C)C	2	-1	-3	4	7	-10	0.3	4	-2	1
Cc1ccc(S(=O)(=O)Oc2ccc(/C=N/N=C3/NC(=O)C(CC(=O)O)S3)cc2)cc1 (stereo not given)	-6	0	-2	-6	2	2	-0.1	-8	-1	0
Oc1ccc(C[C@H]2CNC(=S)N2C[C@H]2CCCN2C[C@H](Cc2ccccc2)N2C[C@H](Cc3ccc(O)cc3)N(CCc3ccccc3)C2=S)cc1	-3	17*	7	4	15	3	-0.1	5	-1	3
COc1ccc(OC)c(/C(O)=C/C(=O)C(=O)Nc2cc(C)cc(C)c2)c1	-2	3	-3	-19	-4	-1	0.3	-19	-8	-1
Cc1cccc(/C=N/NC(=O)Cc2ccc(Cl)cc2)c1O	-2	4	0	-20	-2	0	-8.9	-34	-5	1
Cc1[nH][nH]c(=O)c1C(c1ccc2c(c1)OCO2)c1c(C)[nH][nH]c1=O	-10	2	0	2	-2	0	0.4	4	-7	2
COc1ccc(OCCNC(=O)c2ccccc2OCC(=O)Nc2ccc(NC(C)=O)cc2)cc1	3	-4	-2	2	7	6	-0.1	2	0	-8
COc1ccc(/C=C2\COc3ccccc3C2=O)cc1OC	-1	-4	-1	-5	-5	15	0.1	-5	-7	-10
CCOC(=O)CSc1nc2ccccc2c(=O)n1CC	0	5	-8	0	-3	0	0.5	-3	2	9
O=C(COc1ccccc1)Nc1ccc(C(=O)N2CCCC2)cc1	-2	-9	-1	4	4	6	0.3	-3	-7	3
COc1cccc(/C=C2/SC(=S)N(CC(=O)NC3C=CS(=O)(=O)C3)C2=O)c1 (stereo not given)	-7	-5	-4	-13	0	-1	2.4	-28	-2	-5
Cc1ccc(/C=N/n2c(-c3cccc(Cl)c3)n[nH]c2=S)o1	-1	8	-3	-4	10	-3	0.2	-13	-1	-2
CCOC(=O)c1c(C)c(C(=O)NCCCOC(C)C)c(C)n1C	-2	11	-3	-2	-16	4	-0.4	4	0	2
Cc1cccc(-c2ocnc2C(=O)Nc2ncc(C)s2)c1	-2	-3	-2	1	-4	-4	0.0	1	4	7
CCc1nc2ccc(C(=O)N3CCN(S(=O)(=O)CC)CC3)cn2c1N(C)Cc1cccs1	-1	0	-8	-1	8	-6	0.0	-2	2	-4
c1ccc(OCCOCCN2CCc3ccccc3C2)cc1	5	-2	-2	-2	3	18	-0.8	-2	7	-3
OC(c1ccc(F)c(F)c1)c1ncc(-c2cccc(F)c2)[nH]1 (stereo not given)	-1	-2	3	7	1	7	-0.2	4	4	-4
CCCc1nc2c3ccccc3ccn2c1Cc1ccccc1	15	-2	-8	-5	-15	-6	1.5	-11	8	8
CCSc1ccc(C(=O)Nc2cccc(C)n2)cc1[N+](=O)[O-]	1	3	0	5	5	17	0.7	5	-3	3
O=c1cc(N2CCCCC2)c(-c2ccccc2)nn1Cc1ccc(Cl)cc1Cl	-2	-5	3	1	-6	14	1.0	1	3	-4
c1ccc(-n2ncc3cccnc32)cc1	2	1	-1	-9	10	1	-2.0	-21	-5	-2
COc1cc(OC)c(NC(=S)NCc2ccc(F)cc2)cc1Cl	3	3	-2	-3	-14	-1	0.0	-3	10	10
c1ccc2c(NCCc3c[nH]c4ccccc34)c3ccccc3nc2c1	-6	-9	-451	-176	15	10	6.5	-228	4	0
CC1=CC(=NOC(=O)c2cccc([N+](=O)[O-])c2)C=C(C)C1=O	4	9	0	3	-2	5	-0.1	3	-3	0
CSc1ccc(CN2CCCCCC2)cc1	0	-3	0	3	-4	-2	-0.5	-5	-2	3
O=C(c1oc2ccccc2c1CSCc1ccccc1)N1CCN(c2ncccn2)CC1	-1	-6	5	-1	7	7	1.4	-6	1	7

Outcome played no part in choosing rows; any-hit rate near 4.1%.
